Sm TGR inh: inhibitors of Schistosoma mansoni thioredoxin glutathione reductase; Q962Y6; purified TGR, DTNB reduction, TNB absorbance 405 nm; Potency, µM (series often up to 114 µM), without a hit: at the top dose activity change, negative = inhibition, hits mostly inhibitors; hit rate 3% among 360,000; AID 485364; also: nearly all actives have a fitted effect of over 60% in size
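First, TGR (20 nM dispensed) and NADPH were mixed with compound. Second, a 15 min room-temperature incubation followed. Third, further NADPH and then DTNB were added to start the reaction. Finally, TNB absorbance was monitored kinetically.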
TbPYK inhibitor: blocks Trypanosoma brucei pyruvate kinase; Q57TT1; TbPYK enzyme, Kinase-Glo Plus ATP luminescence, 45 min; Potency, µM (doses to about 76.8 µM), without a hit: top-dose activity, negative = inhibition, usual class: inhibitors; hit rate 0.12% among 410,000; AID 624173; also: nearly all actives have a fitted effect of over 50% in size
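TbPYK + substrate in 50 mM TEA pH 7.2, 100 mM KCl, 10 mM MgCl2, 0.05% BSA, 0.01% Tween-20; cpd pinned; ADP 130 uM final; 45 min RT; Kinase-Glo Plus 10 min; luminescence endpoint.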
Starred values were filed as active, the others as inactive; ? = inconclusive; [ ] = remark or other dose. Calls follow the shape of the dose curve; as a rule, active = well fitted curve in the direction sought with a large enough effect; inconclusive = small, poorly fitted or top-dose-only effect, or another doubt; inactive = no such curve, though single readings can be large; an effect the other way counts as inactive or inconclusive. % is scaled to controls: 0 for no effect and ±100 for the full control effect; potency is read from the fitted curve at half-maximal effect.

1) CCCOc1ccc(-c2nc(SCC(=O)c3ccc(Cl)cc3)n[nH]2)cc1
2) Cc1ccc(OCC(=O)N(Cc2ccco2)Cc2ccco2)cc1C
3) CSc1ncc(Cl)c(C(=O)N(Cc2ccccc2Cl)C2CCS(=O)(=O)C2)n1 (stereo unspecified)
4) CCOc1ccc(C(=O)Nc2ccc(-c3nc4ccccc4s3)c(C)c2)cc1OCC
5) CCN(CC)c1ccc(NC(=O)c2sc3nc4c(cc3c2N)CN(C)CC4)cc1
6) COc1ccc(N2CC(NC(=O)c3ccc4c(c3)OCO4)CC2=O)cc1OC (stereo unspecified)
7) Cc1cccc(NS(=O)(=O)c2ccc3c(c2)CCN3C(=O)CCC(=O)O)c1C
8) O=[N+]([O-])c1cc(-c2nc(-c3ccccc3)no2)ccc1NCC1CCCO1 (stereo unspecified)
entry no.,1,2,3,4,5,6,7,8
Sm TGR inh,3.7%,-7.6%,5.6%,5.9%,-16.2%,11.3%,-0.8%,-4.8%
TbPYK inhibitor,-6.1%,-0.9%,-6.2%,3.9%,-16.1%,-7.2%,-1.2%,1.2%

9) Cc1cccc(N2CCN(C(c3ccccc3)c3nnc(-c4ccccc4F)o3)CC2)c1C (stereo unspecified)
10) COc1ccc(-c2cc(C(F)(F)F)n3nc(C(=O)Nc4sc5c(c4C(=O)OC(C)C)CCC(C)C5)cc3n2)cc1 (stereo unspecified)
11) Cc1ccc(NC(=O)Cn2c(=O)n(-c3ccc(CC(=O)NCC4CCCO4)cc3)c(=O)c3ccccc32)cc1 (stereo unspecified)
12) Cc1ccc(C)c(Cn2c(=O)n(CCCCCC(=O)NCc3ccc4c(c3)OCO4)c(=O)c3sccc32)c1
13) CCOc1ccc(-c2nc(CSCC(=O)NCc3ccc(C)cc3)c(C)o2)cc1
14) COc1cc(OC)c(NC(=O)C(C)n2nc(-c3ccc(C)cc3)c3c(c2=O)CCCC3)cc1Cl (stereo unspecified)
15) CCOC(=O)c1ccc(-n2c(-c3ccc(C)cc3)c(C)n3c4c(=O)n(C)c(=O)n(C)c4nc23)cc1
16) Cc1ccc2oc3c(c(=O)c2c1)C(c1ccc(F)cc1)N(Cc1ccc2c(c1)OCO2)C3=O (stereo unspecified)
entry no.,9,10,11,12,13,14,15,16
Sm TGR inh,9.1%,0.2%,0.2%,-2.0%,-21.6%,5.4%,4.9%,2.9%
TbPYK inhibitor,2.9%,-0.4%,-2.8%,-1.2%,-4.8%,1.4%,-2.0%,-7.7%

17) Cc1ccc(C)c(NC(=O)Cn2c(SCC(=O)NCc3ccccc3)nc3ccccc32)c1
18) COc1ccc(N2CCN(C(=O)c3c(C)oc4nc(C)nc(N5CCCC5)c34)CC2)cc1
19) COc1ccccc1CCNC(=O)Cc1c(C)c2c(O)cc(C)cc2oc1=O
20) CCn1c(C(=O)Nc2c(C)cccc2C)cc2sc(Cl)cc21
21) Cc1nc(CC(=O)Nc2ccc(N(C)C)cc2)cs1
22) Cc1ccc(-n2c(SCC(=O)Nc3cccc(Cl)c3)nc3n[nH]c(C)c3c2=N)cc1
23) COc1ccc(-c2csc(-c3c(N)c(C(=O)c4ccccc4)n4ccccc34)n2)cc1OC
24) Cc1ccc(CCNC(=O)C2CCCN(S(=O)(=O)c3ccc4c(c3)oc(=O)n4C)C2)cc1 (stereo unspecified)
entry no.,17,18,19,20,21,22,23,24
Sm TGR inh,-16.1%,-2.2%,-1.5%,-5.0%,-0.6%,3.9%,-9.6%,8.7%
TbPYK inhibitor,2.3%,5.4%,0.0%,-4.3%,-6.9%,2.4%,-2.5%,1.4%

25) COc1ccc(S(=O)(=O)N(CCc2ccccc2)CC(=O)Nc2cc(C)ccc2C)cc1
26) Cc1ccccc1NC(=O)COc1ccc2oc3c(c2c1)CCCC3
27) COc1ccc(-c2cccc(NS(=O)(=O)c3ccc(C)s3)c2)nn1
28) Cc1c2cnn(CC(=O)NC(C)C)c(=O)c2c(C)n1Cc1cccc(Cl)c1
29) Cc1ccc(C)c(N2CCN(Cc3csc(C)c3C)CC2)c1
30) CCOc1ccc(Sc2cc(C(=O)NCc3ccc(F)cc3)c3ccccc3n2)cc1
31) Cc1ccc(NS(=O)(=O)c2ccc3[nH]c4c(c3c2)CCCCCC4)cc1
32) O=C(CSc1nnc(-c2ccc(Cl)cc2)o1)c1ccc([N+](=O)[O-])cc1
entry no.,25,26,27,28,29,30,31,32
Sm TGR inh,9.9%,1.0%,5.4%,-1.5%,0.5%,7.8%,-1.0%,8.1%
TbPYK inhibitor,-6.7%,-1.2%,-1.4%,-0.9%,17.0%,1.8%,0.3%,4.1%

Molecules listed so far with an aryl methoxy group:
6) COc1ccc(N2CC(NC(=O)c3ccc4c(c3)OCO4)CC2=O)cc1OC (stereo unspecified)
10) COc1ccc(-c2cc(C(F)(F)F)n3nc(C(=O)Nc4sc5c(c4C(=O)OC(C)C)CCC(C)C5)cc3n2)cc1 (stereo unspecified)
14) COc1cc(OC)c(NC(=O)C(C)n2nc(-c3ccc(C)cc3)c3c(c2=O)CCCC3)cc1Cl (stereo unspecified)
18) COc1ccc(N2CCN(C(=O)c3c(C)oc4nc(C)nc(N5CCCC5)c34)CC2)cc1
19) COc1ccccc1CCNC(=O)Cc1c(C)c2c(O)cc(C)cc2oc1=O
23) COc1ccc(-c2csc(-c3c(N)c(C(=O)c4ccccc4)n4ccccc34)n2)cc1OC
25) COc1ccc(S(=O)(=O)N(CCc2ccccc2)CC(=O)Nc2cc(C)ccc2C)cc1
27) COc1ccc(-c2cccc(NS(=O)(=O)c3ccc(C)s3)c2)nn1
entry no.,6,10,14,18,19,23,25,27
Sm TGR inh,11.3%,0.2%,5.4%,-2.2%,-1.5%,-9.6%,9.9%,5.4%
TbPYK inhibitor,-7.2%,-0.4%,1.4%,5.4%,0.0%,-2.5%,-6.7%,-1.4%

(listing goes on)
33) CC(=O)N1CCc2c(sc3c2c(=O)n(-c2cccc(Cl)c2C)c(=O)n3Cc2ccccc2C)C1
34) CCOC(=O)c1cccc(NC(=O)c2ncoc2-c2ccco2)c1
35) COc1ccc(CNC(=O)Cn2c(=O)c3cccn3c3cccnc32)cc1
36) O=C(NCc1ccc(F)cc1)C1CCN(C(=O)c2ccc(-n3ccc4ccccc43)s2)CC1
37) COc1ccc(CN2C(=O)c3oc4ccc(F)cc4c(=O)c3C2c2ccc(O)cc2)cc1 (stereo unspecified)
38) COc1ccc(CNC(=O)c2ccc(N3CCCC3)c(NC(=O)NCc3ccc(C)cc3)c2)cc1
39) CCOc1ccc(CC(=O)Nc2ccc3nc(N4CCCCC4)cc(C)c3c2)cc1OCC
40) COc1cccc(N2CC(NC(=O)Cc3cccs3)CC2=O)c1 (stereo unspecified)
entry no.,33,34,35,36,37,38,39,40
Sm TGR inh,1.3%,-5.2%,24.9%,3.9%,6.5%,-4.4%,-15.2%,-0.2%
TbPYK inhibitor,-2.5%,-1.2%,-8.2%,2.9%,-0.1%,3.8%,0.8%,2.4%

41) O=C(Nc1ccc(F)cc1F)c1cnn(-c2ccc(F)cc2)c1-n1cccc1
42) COc1cccc(-n2c(C)nc3c(cnn3-c3ccc(C)c(C)c3)c2=O)c1
43) COC(=O)c1cc2oc3ccccc3c2n1CC(=O)Nc1ccc(OC)c(OC)c1
44) Cc1cccc(C(=O)NCC(c2cccs2)S(=O)(=O)c2cccs2)c1 (stereo unspecified)
45) COc1ccc(-c2cnn3c(C)cc(C)nc23)cc1OC
46) CC(=O)Nc1ccccc1-c1nc2ccccc2n(CC(=O)c2ccc(Br)cc2)c1=O
47) CCOc1ccc(NC(=O)Cc2ccc(-n3c(C)nc4cccnc43)cc2)cc1
48) CCCN1CCc2nc(N3CCN(c4ncccn4)CC3)ncc2C1
entry no.,41,42,43,44,45,46,47,48
Sm TGR inh,3.2%,7.8%,-1.9%,?,0.6%,-1.6%,3.2%,3.6%
TbPYK inhibitor,-1.4%,-0.2%,7.3%,2.4%,3.2%,-2.4%,-4.7%[15.4 µM],3.9%

49) O=C(Nc1ccccc1)N(Cc1cccc(Cl)c1)c1ccccn1
50) Cc1cc(C)cc(Nc2nc3ccccc3nc2-n2nc(C)cc2C)c1
51) COc1ccc(N2CCN(C(CNS(=O)(=O)c3c(C)cc(C)cc3C)c3ccco3)CC2)cc1 (stereo unspecified)
52) CCOC(=O)N1CCC2(CC1)OC(=O)C(C)=C2C(=O)NCc1ccc(C)cc1
53) CCc1ccc(NC(=O)[C@H](CSCc2ccccc2)N2Cc3ccccc3C2=O)cc1
54) Cc1ccc(S(=O)(=O)c2cn(CC(=O)Nc3ccc(C)c(Cl)c3)c3ccc(C)cc3c2=O)cc1
55) Cc1cc(C)cc(NC(=O)CSc2nc(=O)n(Cc3ccccn3)c3c2CCC3)c1
56) COc1cccc(NC(=O)c2cccn(Cc3ccccc3C)c2=O)c1
entry no.,49,50,51,52,53,54,55,56
Sm TGR inh,0.4%,1.3%,-5.6%,3.8%,-5.1%,-9.2%,-7.4%,3.9%
TbPYK inhibitor,1.3%,2.6%,-6.1%,-0.7%[15.4 µM],-4.1%,-1.5%,0.1%,-0.9%

57) COc1ccc(-c2nc3sc(CCNC(=O)C(=O)Nc4cc(F)ccc4F)c(C)n3n2)cc1
58) CCCSc1nc(=O)c2c(n1C)NC(=O)CC2c1cccc(F)c1F (stereo unspecified)
59) CCOC(=O)c1sc2ncn(CC(=O)Nc3ccc(OC)c(Cl)c3)c(=O)c2c1C
60) COCCNC(=O)c1ccc2c(c1)NC(=O)C(CS(=O)(=O)Cc1ccc(F)cc1Cl)N2 (stereo unspecified)
61) Fc1ccccc1N1CCN(c2ncnc3onc(-c4cccc(Cl)c4)c23)CC1
62) CC1CCN(S(=O)(=O)c2ccc3c(ccc(=O)n3CC(=O)NCc3ccccc3)c2)CC1
63) CCCCC(CC)CNC(=O)CN(C)S(=O)(=O)c1ccc2c(c1)c(=O)n(C)c(=O)n2C (stereo unspecified)
64) O=S(=O)(Nc1ccc(-c2ccc(N3CCCCCC3)nn2)cc1)c1cccc(C(F)(F)F)c1
entry no.,57,58,59,60,61,62,63,64
Sm TGR inh,11.3%,-2.4%,-0.8%,-9.2%,0.1%,15.2%,-4.1%,-11.4%
TbPYK inhibitor,-5.7%,-6.2%,2.5%,1.5%,1.8%,-1.1%,22.7%,1.5%

65) O=S(=O)(Nc1ccc(-c2ccc(N3CCCC3)nn2)cc1)c1ccc(C(F)(F)F)cc1
66) Cc1cccc(-n2c(=O)c3c(c4cc(C)ccc4n3C)n(CC(=O)Nc3ccc(C)c(C)c3)c2=O)c1
67) COc1ccc(N(C(=O)c2ccccc2C)S(=O)(=O)c2ccc(Cl)cc2)cc1
68) COc1ccccc1CNC(=O)CN1C(=O)COc2ccc(S(=O)(=O)N3CCC(C)CC3)cc21
69) O=C(Cn1c(=O)nc(-c2ccccc2)c2ccccc21)NCCc1ccccc1
70) Cc1cc(Cl)ccc1NC(=O)CSc1nc2c(c(=O)[nH]1)CCC2
71) COc1ccc(-c2cc(=O)oc3c4c(ccc23)OCN(Cc2ccccc2)C4)cc1
72) COc1cc(CN2CCc3nc(N4CCN(c5ccccc5F)CC4)ncc3C2)ccc1OC(C)C
entry no.,65,66,67,68,69,70,71,72
Sm TGR inh,0.9%,0.7%,4.6%,0.1%,2.5%,0.4%,10.0%,1.1%
TbPYK inhibitor,1.4%,-5.4%,6.5%,-0.2%,0.1%,4.4%,1.0%,-1.3%

73) Cc1ccc(CSc2nc3c([nH]c4ccccc43)c(=O)n2C)cc1
74) COc1cccc(NC(=O)CSC2=Nc3ccccc3N=C(c3ccc(F)cc3)C2)c1
75) CCOc1ccc(-c2cc(NC(=O)Nc3cccc(C(C)=O)c3)c(C(=O)OC)s2)cc1
76) O=C(Cn1c(=O)n(-c2ccccc2Cl)c(=O)c2sc3ccccc3c21)N1CCCC1
77) Cc1cc(=O)n(CC(=O)N2CCCc3ccccc32)c2c1c(C)nn2-c1cccc(F)c1
78) COc1ccc(N2CCN(C(=O)CCn3nc(C)c(S(=O)(=O)N4CCCC4)c3C)CC2)cc1
79) Cc1ccc(NC(=O)CSc2nc3nccnc3c(=O)n2CCc2c[nH]c3ccccc23)cc1
entry no.,73,74,75,76,77,78,79
Sm TGR inh,13.8%,0.5%,4.1%,-8.0%,5.8%,-2.4%,-6.6%
TbPYK inhibitor,-5.5%,5.3%,0.5%,4.0%,1.2%,-5.5%,4.9%

The list is partial; rates above refer to the full screens.
